Screens from PubChem.
CHOP UPR activ – activators of apoptotic arm of unfolded protein response (CHOP); CHO-CHOP luciferase reporter, UPR activation, luminescence; percent of tunicamycin response over DMSO baseline; activation, % at 10 µM; actives 0.34% (n = 330,000); AID 449763;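 active means at 10 µM dose, activation of 40% or more, normalized to positive control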;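 further: 100% = tunicamycin at 10 µg/mL and 0% = DMSO alone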
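Dosing – one dose, 10 µM in 0.5% DMSO · System – CHO-CHOP cells, stable luciferase reporter of PERK-eIF2a-CHOP signalling · Input – 500 cells/well · Control set – tunicamycin 10 µg/mL final as positive, DMSO-only wells as negative · Timing – 6 h compound treatment, 37 °C · Measure – % activation vs tunicamycin · Technique – luminescence read with Steady-Glo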
tim10-1 inh – tim10-1 yeast growth inhibition | S. cerevisiae tim10-1 ts strain growth, BacTiter-Glo, 24 h | inhibition, % at 20 µM | actives 2.2% (n = 330,000);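 active means inhibition of at least 40%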;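 further: mutant grown at 25 °C; 0% = DMSO wells with yeast and 100% = wells holding no yeast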
Mdm2-MdmX inh – human Mdm2/MdmX binding inhibition; O15151+Q00987; SaOS-2 split-luciferase Mdm2/MdmX complementation, luminescence; inhibition, % at 8 µM; actives 3% (n = 330,000); AID 485346;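 active means inhibition of at least 50% at 8 µM in the primary screen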
Target sequence (O15151 whole entry, looked up): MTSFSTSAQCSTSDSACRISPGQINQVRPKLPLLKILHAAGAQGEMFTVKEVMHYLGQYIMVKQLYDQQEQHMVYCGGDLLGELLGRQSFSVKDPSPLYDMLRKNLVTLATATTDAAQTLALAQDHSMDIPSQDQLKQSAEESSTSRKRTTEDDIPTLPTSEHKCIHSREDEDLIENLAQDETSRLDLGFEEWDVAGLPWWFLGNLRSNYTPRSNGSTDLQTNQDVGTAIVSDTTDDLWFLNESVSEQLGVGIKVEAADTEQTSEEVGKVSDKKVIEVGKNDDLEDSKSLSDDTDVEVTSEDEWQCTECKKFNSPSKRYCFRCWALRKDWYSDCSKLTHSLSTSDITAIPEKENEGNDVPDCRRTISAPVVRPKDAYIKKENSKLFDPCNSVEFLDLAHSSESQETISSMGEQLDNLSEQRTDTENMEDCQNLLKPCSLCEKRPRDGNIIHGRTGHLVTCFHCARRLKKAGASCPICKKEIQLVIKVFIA
Target sequence (Q00987 whole entry, looked up): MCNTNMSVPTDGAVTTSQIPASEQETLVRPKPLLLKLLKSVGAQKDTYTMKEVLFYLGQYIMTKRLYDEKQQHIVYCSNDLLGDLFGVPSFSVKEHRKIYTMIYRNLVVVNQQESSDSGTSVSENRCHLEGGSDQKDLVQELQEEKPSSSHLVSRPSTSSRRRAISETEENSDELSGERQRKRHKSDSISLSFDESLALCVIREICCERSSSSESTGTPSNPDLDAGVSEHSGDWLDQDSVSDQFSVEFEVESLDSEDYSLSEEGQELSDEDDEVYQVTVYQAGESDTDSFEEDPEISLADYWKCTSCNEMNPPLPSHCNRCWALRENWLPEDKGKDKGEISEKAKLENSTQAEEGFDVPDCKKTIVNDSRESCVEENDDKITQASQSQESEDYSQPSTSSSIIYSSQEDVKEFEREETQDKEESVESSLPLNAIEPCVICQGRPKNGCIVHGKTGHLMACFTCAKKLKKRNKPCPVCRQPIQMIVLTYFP
UPR XBP1 act – adaptive UPR (XBP1) activation; actives 0.33% (n = 330,000); activation, % at 20 µM; CHO-XBP1 luciferase reporter, IRE1-XBP1 UPR activation, luminescence; percent of tunicamycin response, DMSO as zero; AID 463104;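 active means versus positive control, 20 µM dose yields 30% or more activation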;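 further: 100% = tunicamycin at 10 µg/mL and 0% = DMSO only wells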
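Test system: CHO-XBP1 luciferase reporter cells | Buffer or medium: Serum-containing F12 medium, 10% FBS | Schedule: 6 h compound exposure at 37 °C, 5% CO2 | Detection: Steady-Glo luciferase glow luminescence, 10 min after reagent addition | Read-out basis: Activation, % of tunicamycin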
APJ antagonist – antagonists of human APJ apelin receptor | CHO-K1 APJ beta-arrestin complementation, luminescence | inhibition, % at 20 µM | actives 0.32% (n = 330,000) | AID 2521;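 active means inhibition above about 40% at 20 µM, limit read from the data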;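 further: cells challenged with 10 nM apelin-13 agonist together with compound; plate controls were apelin-13 plus DMSO wells for no effect and DMSO wells lacking apelin-13 for full effect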
APJ agonist – activates the human apelin receptor APJ. P35414. CHO-K1 APJ PathHunter beta-arrestin, luminescence; 0% DMSO wells, 100% apelin. activation, % at 20 µM. actives 0.11% (n = 330,000). AID 2520;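 active means activation more than six SD over the plate average, tested at 20 µM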;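 further: 0% = DMSO alone and 100% = apelin-13 at 10 nM; some results filed as inactive read as strong as hits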
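Material: engineered CHO-K1 APJ arrestin reporter cells; amount: 1000 CHO-K1 reporter cells seeded per well; incubation: compound stimulation 90 min at 25 °C, detection 60 min; signal: luminescent beta-gal fragment complementation, chemiluminescent substrate; read-out basis: APJ agonist activity; controls: DMSO-only wells as negative, 10 nM Apelin-13 as positive control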
tim23-1 inh – inhibits growth of tim23-1 mutant yeast | S. cerevisiae tim23-1 growth, BacTiter-Glo luminescence, 24 h | inhibition, % at 20 µM | actives 1.3% (n = 330,000);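 active means growth inhibition of the mutant yeast at or above 50%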;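 further: temperature-sensitive mutant grown at 25 °C; plate controls were DMSO-treated mutant yeast for no effect and medium wells lacking yeast for full effect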
CXCR6 block – CXCR6 (human) receptor inhibition | CHO-K1 PathHunter CXCR6 beta-arrestin, luminescence | inhibition, % at 20 µM | actives 0.36% (n = 360,000) | AID 602244; in the data active means inhibition above about 34%, passing the limit was not always enough;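 further: antagonist mode with CXCL16 agonist at 10 nM final; 0% = 10 nM CXCL16 with DMSO and 100% = unstimulated wells without agonist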
TIM10 inh – growth inhibitors of TIM10 yeast strain | S. cerevisiae TIM10 strain growth, BacTiter-Glo luminescence, 24 h | actives 1.4% (n = 330,000) | inhibition, % at 10 µM | AID 463195;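 active means inhibition of 40% or more at the single tested concentration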;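 further: wild-type TIM10 isogenic control strain grown at permissive 25 °C; 0% = DMSO yeast wells and 100% = minimal medium wells without yeast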
An asterisk follows results filed as active. Some of the compounds tested, so the mix of outcomes need not match the whole.

For COc1ccc(Cc2nc(=S)[nH][nH]2)cc1Br the results were CHOP UPR activ 0.9, tim10-1 inh 1, Mdm2-MdmX inh 25, UPR XBP1 act -4, APJ antagonist -7, APJ agonist -1, tim23-1 inh 0, CXCR6 block -12 and TIM10 inh 10.
Screening Cc1c(C)c2ccc(OC3CCCCC3=O)cc2oc1=O (stereo unspecified) returned CHOP UPR activ -0.7, tim10-1 inh 19, Mdm2-MdmX inh -13, UPR XBP1 act -2, APJ antagonist 11, APJ agonist 2, tim23-1 inh 16, CXCR6 block -3 and TIM10 inh -12.
`COc1ccccc1CN1[C@@H](CC(=O)O)c2cc(F)ccc2S1(=O)=O` gave CHOP UPR activ -1.3, tim10-1 inh 2, Mdm2-MdmX inh 8, UPR XBP1 act 0, APJ antagonist 12, APJ agonist -3, tim23-1 inh 4, CXCR6 block -4 and TIM10 inh 7.
`Cc1ccc(Cl)cc1Nc1nc(-c2sc(NC(=O)c3ccccc3)nc2C)cs1` gave CHOP UPR activ 2.5, tim10-1 inh 22, Mdm2-MdmX inh -8, UPR XBP1 act 0, APJ antagonist -50, APJ agonist -5, tim23-1 inh 28 and TIM10 inh 5.
Cc1ccc(S(=O)(=O)N(C)CC(=O)Nc2nc3ccccc3s2)cc1 was read as CHOP UPR activ -1.3, tim10-1 inh 6, Mdm2-MdmX inh 26, UPR XBP1 act -1, APJ antagonist 8, APJ agonist -4, tim23-1 inh 24, CXCR6 block -2 and TIM10 inh 5.
`CC1=C(C(=O)Nc2ccccc2)C(c2ccccn2)n2nc(CCCO)nc2N1` (stereo unspecified) gave CHOP UPR activ 2.1, tim10-1 inh -24, Mdm2-MdmX inh 20, UPR XBP1 act 0, APJ antagonist -68, APJ agonist -5, tim23-1 inh -2, CXCR6 block 9 and TIM10 inh -1.
Screening Clc1ccccc1N=C1NN=C(c2cccs2)CS1 returned CHOP UPR activ 4.0, tim10-1 inh 27, Mdm2-MdmX inh -157, UPR XBP1 act -1, APJ antagonist -6, APJ agonist -3, tim23-1 inh 38, CXCR6 block 4 and TIM10 inh 19.
COCCNC(=O)c1ccc(CS(=O)(=O)c2ccccc2)o1 was read as CHOP UPR activ 1.0, tim10-1 inh 7, Mdm2-MdmX inh 5, UPR XBP1 act 1, APJ antagonist 14, APJ agonist -1, tim23-1 inh -5, CXCR6 block 5 and TIM10 inh -8.
`CCc1ccccc1N1CC(C(=O)Nc2nccs2)CC1=O` (stereo unspecified) gave CHOP UPR activ 0.7, tim10-1 inh 2, Mdm2-MdmX inh -15, UPR XBP1 act -4, APJ antagonist -8, APJ agonist -2, tim23-1 inh 0, CXCR6 block 2 and TIM10 inh -1.
Screening CC(C)(C)C(=O)/C=C(N)/C=C/c1ccccc1 returned CHOP UPR activ 2.1, tim10-1 inh 15, Mdm2-MdmX inh -3, UPR XBP1 act 1, APJ antagonist 1, APJ agonist -4, tim23-1 inh 45, CXCR6 block -3 and TIM10 inh 31.
For COc1ccccc1NC(=O)COC(=O)Cc1c[nH]c2ccccc12 the results were CHOP UPR activ -1.0, tim10-1 inh 18, Mdm2-MdmX inh -23, UPR XBP1 act -4, APJ antagonist 14, APJ agonist 0, tim23-1 inh 6, CXCR6 block -6 and TIM10 inh 5.
For CN1CCN(C(=O)c2cc3ccccc3[nH]2)CC1 the results were CHOP UPR activ 1.1, tim10-1 inh -2, Mdm2-MdmX inh 9, UPR XBP1 act -3, APJ antagonist 21, APJ agonist -1, tim23-1 inh 4, CXCR6 block -10 and TIM10 inh -3.
`OCCC1CN(Cc2ccc3cccc(F)c3n2)CCN1Cc1ccccc1` (stereo unspecified) gave CHOP UPR activ -0.1, tim10-1 inh 2, Mdm2-MdmX inh -3, UPR XBP1 act -4, APJ antagonist 7, APJ agonist -1, tim23-1 inh 12, CXCR6 block -2 and TIM10 inh -6.
Screening COc1ccc(/C(N)=N/OC(=O)CSc2ccc(C)cc2)cc1 returned CHOP UPR activ 1.1, tim10-1 inh 18, Mdm2-MdmX inh -14, UPR XBP1 act 0, APJ antagonist -17, APJ agonist -5, tim23-1 inh 8, CXCR6 block -11 and TIM10 inh 1.
COc1cc(C2=NOC(C(=O)N3CCCCCC3)C2)cc(OC)c1OC (stereo unspecified) was read as CHOP UPR activ 0.3, tim10-1 inh -8, Mdm2-MdmX inh 6, UPR XBP1 act 1, APJ antagonist 12, APJ agonist -2, tim23-1 inh 15, CXCR6 block 0 and TIM10 inh 5.
Nc1ccc2nc(SCC(=O)c3ccccc3)sc2c1 was read as CHOP UPR activ 5.5, tim10-1 inh 20, Mdm2-MdmX inh -4, UPR XBP1 act 8, APJ antagonist -5, APJ agonist 2, tim23-1 inh 16, CXCR6 block 0 and TIM10 inh 15.
`CCN(C(=O)CSc1ncnc2c1cnn2-c1ccccc1)C1CCS(=O)(=O)C1` (stereo unspecified) gave CHOP UPR activ -0.6, tim10-1 inh -3, Mdm2-MdmX inh 14, UPR XBP1 act -2, APJ antagonist 11, APJ agonist -4, tim23-1 inh 3, CXCR6 block -9 and TIM10 inh -5.
For Cc1cccc(NC(=O)CN(C)S(=O)(=O)c2ccc3c(c2)n(C)c(=O)c(=O)n3C)c1C the results were CHOP UPR activ 1.0, tim10-1 inh 14, Mdm2-MdmX inh -15, UPR XBP1 act 1, APJ antagonist 0, APJ agonist -2, tim23-1 inh 14, CXCR6 block -7 and TIM10 inh 6.
Screening COc1ccc2c(c1)OC[C@H]1[C@H]2N2C(=O)c3cc(C)ccc3NC(=O)[C@@]2(C)[C@H]1c1ccccc1 returned CHOP UPR activ 0.1, tim10-1 inh 8, Mdm2-MdmX inh 29, UPR XBP1 act -5, APJ antagonist 15, APJ agonist 0, tim23-1 inh 51*, CXCR6 block 9 and TIM10 inh -5.
`C#CCOCCOCCOCCNc1nc(N2CCOCC2)nc(N2CCN(C(=O)[C@H](CCCCN)n3cc([C@@H](N)C(C)CC)nn3)CC2)n1` (stereo partly specified) gave CHOP UPR activ 0.0, tim10-1 inh 5, Mdm2-MdmX inh -28, UPR XBP1 act 7, APJ antagonist 0, APJ agonist 2, tim23-1 inh 13, CXCR6 block -1 and TIM10 inh 10.
`CCOC(=O)c1c(-c2cccs2)csc1N` gave CHOP UPR activ 0.8, tim10-1 inh 16, Mdm2-MdmX inh -3, UPR XBP1 act 0, APJ antagonist -12, APJ agonist -3, tim23-1 inh 13, CXCR6 block -11 and TIM10 inh 9.
CCN(Cc1cc2cc(C)ccc2[nH]c1=O)C(=O)c1cccc(OC)c1 was read as CHOP UPR activ 0.6, tim10-1 inh 18, Mdm2-MdmX inh 22, UPR XBP1 act -5, APJ antagonist 16, APJ agonist 0, tim23-1 inh 15, CXCR6 block 0 and TIM10 inh 21.
For CCN1CCN(c2ccc(S(=O)(=O)N3CCCCC3)cc2NC(=O)Cc2ccc(Cl)c(Cl)c2)CC1 the results were CHOP UPR activ 1.9, tim10-1 inh 8, Mdm2-MdmX inh 64*, UPR XBP1 act -3, APJ antagonist 1, APJ agonist 14, tim23-1 inh 9, CXCR6 block -4 and TIM10 inh 2.
Screening Cc1cc(NC(=O)CSc2nnc(C)o2)no1 returned CHOP UPR activ 0.9, tim10-1 inh 5, Mdm2-MdmX inh 7, UPR XBP1 act -2, APJ antagonist -14, APJ agonist 0, tim23-1 inh 15, CXCR6 block 4 and TIM10 inh 1.
Cc1cc(C(=O)N/N=C/c2cccn2C)n[nH]1 was read as CHOP UPR activ 0.9, tim10-1 inh 1, Mdm2-MdmX inh 16, UPR XBP1 act 0, APJ antagonist 7, APJ agonist -2, tim23-1 inh -8, CXCR6 block -1 and TIM10 inh -1.
CC1CCCC(C)N1C(=O)COC(=O)c1cc(S(=O)(=O)N2CCOCC2)ccc1Cl (stereo unspecified) was read as CHOP UPR activ 1.5, tim10-1 inh -2, Mdm2-MdmX inh 16, UPR XBP1 act 0, APJ antagonist 5, APJ agonist -5, tim23-1 inh 2, CXCR6 block -3 and TIM10 inh 16.
Screening CN(C)c1ccc(-c2cc3ccccc3c(=O)o2)cc1 returned CHOP UPR activ -0.3, tim10-1 inh -3, Mdm2-MdmX inh -151, UPR XBP1 act -4, APJ antagonist 0, APJ agonist 0, tim23-1 inh 11, CXCR6 block -12 and TIM10 inh 5.
Cc1ccc2oc(=O)c3cnn(CC(=O)N4CCCCCC4)c3c2c1 was read as CHOP UPR activ 4.6, tim10-1 inh 6, Mdm2-MdmX inh -11, UPR XBP1 act -2, APJ antagonist 16, APJ agonist -4, tim23-1 inh -2, CXCR6 block 3 and TIM10 inh -1.
`CCOc1ccc(N(CC(N)=O)S(=O)(=O)c2ccc(F)cc2)cc1` gave CHOP UPR activ -1.2, tim10-1 inh 10, Mdm2-MdmX inh 6, UPR XBP1 act -4, APJ antagonist -13, APJ agonist -1, tim23-1 inh -5, CXCR6 block -1 and TIM10 inh 3.
`O=C(COC(=O)c1ccc(O)cc1O)NCCN1C(=O)CSC1=O` gave CHOP UPR activ -0.1, tim10-1 inh 7, Mdm2-MdmX inh 24, UPR XBP1 act -1, APJ antagonist 8, APJ agonist -3, tim23-1 inh 16, CXCR6 block 6 and TIM10 inh -3.
`CCC(C)(C)NC(=O)CN(Cc1ccccc1Cl)C(=O)CCC(=O)Nc1cc(C)ccn1` gave CHOP UPR activ -0.7, tim10-1 inh 23, Mdm2-MdmX inh 5, UPR XBP1 act 1, APJ antagonist -13, APJ agonist -2, tim23-1 inh 13, CXCR6 block 2 and TIM10 inh 16.
`O=c1[nH]cnc2c1oc1ccccc12` gave CHOP UPR activ 5.2, tim10-1 inh 13, Mdm2-MdmX inh -48, UPR XBP1 act 3, APJ antagonist -14, APJ agonist 9, tim23-1 inh 4, CXCR6 block 3 and TIM10 inh -5.

A draw from above in order of SMILES length, smallest number first.
`O=c1[nH]cnc2c1oc1ccccc12` gave CHOP UPR activ 5.2, tim10-1 inh 13, Mdm2-MdmX inh -48, UPR XBP1 act 3, APJ antagonist -14, APJ agonist 9, tim23-1 inh 4, CXCR6 block 3 and TIM10 inh -5.
Screening Cc1cc(NC(=O)CSc2nnc(C)o2)no1 returned CHOP UPR activ 0.9, tim10-1 inh 5, Mdm2-MdmX inh 7, UPR XBP1 act -2, APJ antagonist -14, APJ agonist 0, tim23-1 inh 15, CXCR6 block 4 and TIM10 inh 1.
Cc1ccc2oc(=O)c3cnn(CC(=O)N4CCCCCC4)c3c2c1 was read as CHOP UPR activ 4.6, tim10-1 inh 6, Mdm2-MdmX inh -11, UPR XBP1 act -2, APJ antagonist 16, APJ agonist -4, tim23-1 inh -2, CXCR6 block 3 and TIM10 inh -1.
